Avidin bead fluor: compound fluoresces at 488/530 nm on avidin beads | compound fluorescence 488/530 nm, flow cytometry; stronger effect = higher value | fluorescence (KMESF) at 10 µM | 220,000 compounds, 0.38% hits | AID 1775; in the data active means fluorescence above about 47; further: inactives centre near 10
HRas wt GTP: modulators of GTP binding to human HRas wildtype; P01112; GST-Ras wt beads, Bodipy-FL-GTP binding, flow cytometry; actives lie on both sides; GTP binding activity, % at 10 µM; 190,000 compounds, 0.14% hits; AID 759;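 active means GTP binding activity at least 20% away from the 100% baseline, either lowered as inhibitor or raised as activator; inconclusive means flagged as likely green fluorescent, judged across all proteins in the well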;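 further: 0% = unlabeled GTP competition control and 100% = no-compound control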
Target sequence (P01112 whole entry, looked up): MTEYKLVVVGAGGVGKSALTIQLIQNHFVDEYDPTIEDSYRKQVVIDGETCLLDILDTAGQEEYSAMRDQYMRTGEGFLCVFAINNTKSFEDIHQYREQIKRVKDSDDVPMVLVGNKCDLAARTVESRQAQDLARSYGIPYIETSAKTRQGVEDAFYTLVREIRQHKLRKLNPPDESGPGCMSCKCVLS
GSH fluor: compound fluoresces at 488/530 nm on GSH beads | GSH beads flow cytometry, compound fluorescence 488/530 nm; stronger effect = higher value | fluorescence (KMESF) at 10 µM | 190,000 compounds, 0.25% hits | AID 1776; in the data active means fluorescence above about 89;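 further: glutathione beads carrying GST-tagged Bcl family fusion proteins plus one bare bead set; values are compound well signal with DMSO vehicle wells as background; inactives centre near 16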
Rab2 wt GTP: changes GTP binding to wildtype dog Rab2A, up or down; P61105; GST-Rab2 wt beads, Bodipy-GTP binding, flow cytometry; GTP binding activity, % at 10 µM; 190,000 compounds, 0.19% hits;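 active means GTP binding activity at least 20 points away from 100%, either lowered or raised; inconclusive means signal likely due to the compound's own green fluorescence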;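 further: 0% = beads with excess unlabeled GTP and 100% = no-compound control corrected for plate trend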
Cdc42 wt: modulators (inhibitors or activators) of GTP binding to human Cdc42 wildtype; P60953; 190,000 compounds, 0.2% hits; AID 761; percent activity (GTP binding), % at 10 µM; GST-Cdc42 beads, Bodipy-GTP binding, flow cytometry; actives lie on both sides;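 active means percent activity GTP binding at least 20 points away from the 100% baseline, either down as inhibitor or up as activator; inconclusive means compound flagged as likely green fluorescent from well-wide comparison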;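 further: median bead fluorescence of bound Bodipy-FL-GTP at 100 nM; 0% = excess unlabeled GTP control and 100% = no compound control; below 100% means less GTP binding so inhibitor and above means activator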
Target sequence (P60953 whole entry, looked up): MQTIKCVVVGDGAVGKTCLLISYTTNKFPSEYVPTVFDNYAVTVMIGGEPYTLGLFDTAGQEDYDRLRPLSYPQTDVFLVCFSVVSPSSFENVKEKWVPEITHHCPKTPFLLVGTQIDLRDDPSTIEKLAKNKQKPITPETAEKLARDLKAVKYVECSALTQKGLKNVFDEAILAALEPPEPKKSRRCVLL
Mcl1-Bid inh: Mcl-1/Bid interaction inhibition. Q07820. TR-FRET Mcl-1/Bid-Dy647 peptide binding, 1536-well. inhibition, % at 21.7 µM. 220,000 compounds, 0.97% hits. AID 1021;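 active means compounds that cut the binding signal by more than half at the single screening dose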;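 further: His-tagged Mcl-1 with europium anti-His antibody binding Bid BH3 peptide; 0% = Mcl-1 plus peptide wells and 100% = peptide-only wells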
Target sequence (Q07820 whole entry, looked up): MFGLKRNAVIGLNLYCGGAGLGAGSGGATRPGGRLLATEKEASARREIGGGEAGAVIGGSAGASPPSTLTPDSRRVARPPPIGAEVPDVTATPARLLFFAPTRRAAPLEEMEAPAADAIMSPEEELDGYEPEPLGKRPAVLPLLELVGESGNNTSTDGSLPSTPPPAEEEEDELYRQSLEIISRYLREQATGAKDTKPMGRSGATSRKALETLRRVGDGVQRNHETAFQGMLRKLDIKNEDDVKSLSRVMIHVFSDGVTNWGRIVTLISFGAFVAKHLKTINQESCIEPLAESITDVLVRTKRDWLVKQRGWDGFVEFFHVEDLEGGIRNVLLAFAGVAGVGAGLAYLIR
Pf gametocyte: P. falciparum stage V gametocyte viability inhibition; P. falciparum stage V gametocytes, ATP luminescence, 24 h; 150,000 compounds, 0.065% hits; AID 743093; inhibition, % at 10.9 µM;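 active means inhibition above the mean plus 3 SD of compounds within the control limits, set per campaign, cut at about 38% in these data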;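 further: 0% = DMSO wells and 100% = medium only without gametocytes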
Rab7 wt GTP bind: alters GTP binding to wildtype dog Rab7; GTP binding activity (percent of control), % at 10 µM; 190,000 compounds, 0.055% hits; GST-Rab7 beads, fluorescent GTP binding, flow cytometry; actives lie on both sides; untreated = 100%, excess cold GTP = 0%;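 active means fluorescent GTP binding to Rab7 beads changed by at least 20 points from the 100% baseline, either direction, mostly lower; inconclusive means compound itself probably fluorescent, or too few beads counted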;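 further: median green fluorescence of bound Bodipy-FL-GTP per Rab7 bead population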
Mcl1-Noxa inh: disrupts binding of human Mcl-1 to Noxa peptide | Q07820 | TR-FRET Mcl-1/Noxa peptide binding, 2 h | inhibition, % at 21.7 µM | 220,000 compounds, 1.5% hits | AID 1022;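 active means compounds that cut the protein-peptide binding signal by more than 50% relative to plate controls in a single-dose test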;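 further: His-tagged Mcl-1 with rhodamine Noxa BH3 peptide and terbium anti-His antibody; 0% = Mcl-1 plus Noxa peptide wells and 100% = peptide-only wells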
Rac1 wt GTP bind: alters GTP binding to wildtype human Rac1. GST-Rac1 beads, fluorescent GTP binding, flow cytometry; actives lie on both sides; 0 = cold GTP competed, 100 = untreated. P63000. 190,000 compounds, 0.27% hits. GTP binding activity (% of control), % at 10 µM;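 active means GTP binding activity at least 20 points away from the 100% control level, either lower or higher; inconclusive means compound flagged as likely green fluorescent, judged across all proteins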
Rac1 mut GTP: modulators of GTP binding to human Rac1 activated mutant; 190,000 compounds, 0.11% hits; AID 764; percent activity (GTP binding), % at 10 µM; GST-Rac1 activated beads, fluorescent GTP binding, flow cytometry; actives lie on both sides; 100% means binding = to untreated wells; P63000;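 active means GTP binding at least 20 percentage points away from the 100% baseline, in either direction, so actives lie on both sides; inconclusive means Compound likely fluorescent itself, or too few beads counted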
* hit, by the source's call; u = inconclusive; x = no result given.

SMILES	Avidin bead fluor	HRas wt GTP	GSH fluor	Rab2 wt GTP	Cdc42 wt	Mcl1-Bid inh	Pf gametocyte	Rab7 wt GTP bind	Mcl1-Noxa inh	Rac1 wt GTP bind	Rac1 mut GTP
O=C(N1CCOCC1)C1(c2ccccc2)CCCCC1	15	98	40	97	96	-13	x	97	-9	96	91
CC(C)N=c1scc(-c2cccs2)n1/N=C/c1ccc(O)c(O)c1O	11	102	9	98	97	-94	-10	102	52*	103	99
O=C(Cc1ccccc1F)Nc1cccc2cccnc12	13	99	15	95	98	-15	7	99	21	100	97
COc1ccc(C(C)C)cc1S(=O)(=O)n1cnc(C)c1	36	105	16	104	104	-4	x	98	4	107	101
Cc1nn(-c2ccccc2)c(N)c1C(O)(CSc1nccn1C)C(F)(F)F (centres undefined)	6	103	66	104	104	-42	x	97	-18	101	99
COC(=O)c1ccc(-c2ccc(/C=N/N3C(=O)C4C5C=CC(CC5)C4C3=O)o2)cc1 (centres undefined)	9	93	9	94	93	-7	-8	95	14	96	96
Cc1nc(C)c(CCNC(=O)c2ccccc2)s1	14	102	20	98	104	10	5	101	-5	106	100
COc1cnc(-c2ccccn2)nc1NC(C)C	12	99	14	103	100	-29	3	107	-30	101	97
Cc1c(Cl)cccc1N/C(SCC(=O)N1CCCCCC1)=C(/C#N)c1nc2ccccc2s1	4	100	18	99	100	-25	10	102	-9	102	99
O=C(CCCCCNC(=O)c1ccccc1)N/N=C/c1ccccc1O	5	98	10	99	100	-6	5	98	3	106	99
CCn1cc(Br)c(C(=O)NCc2ccco2)n1	11	103	29	104	106	-12	x	99	-13	109	104
CCN(CC)S(=O)(=O)c1ccc(NC(=O)c2cc(-c3cccs3)nc3ccccc23)cc1	12	102	6	102	104	-11	x	99	9	105	101
CN1CCN(C(=O)CCc2ccc(S(=O)(=O)NC3CCCCC3)cc2)CC1	9	102	24	101	97	-4	17	111	10	101	95
Nc1nc(-c2ccc(Cl)cc2)nn1C(=O)c1cccs1	19	99	8	96	97	-12	13	102	-6	94	93
N#CCCSCc1ccc(OCC(=O)O)cc1	8	104	5	99	105	-18	-3	100	-5	109	101
c1ccc(Nc2nn[nH]n2)cc1	15	100	43	97	99	-34	1	99	10	104	97
Cc1ccc(C(c2nnnn2C2CCCC2)N2c3ccccc3CC2C)cc1 (centres undefined)	4	101	9	102	99	-16	-5	101	-2	104	101
O=C(COC(=O)C12CC3CC(CC(C3)C1)C2)Nc1ccccc1F	5	102	21	101	104	0	1	105	-3	106	99
CCCC(=O)C1=C(O)C(C(=O)OC)C(C)(C)CC1=Nc1ccc(OC)cc1 (centres undefined)	13	96	15	98	98	-32	12	103	-4	97	95
CCCOc1ccc(/C=C2\SC(=S)N(CC3CCCO3)C2=O)cc1 (centres undefined)	10	98	5	96	99	-17	-9	98	0	100	98
CC(=O)Nc1ccc(-c2cc3ccccc3o2)cc1	35	103	10	104	106	-1	18	101	8	102	100
COCCSc1nnc(NC(=O)c2cc(C(=O)OC)cc([N+](=O)[O-])c2)s1	19	92	13	92	91	10	x	93	0	95	90
Cc1[nH]nc2c1C(c1ccc(N(C)C)cc1)C1=C(CC(C)(C)CC1=O)N2 (centres undefined)	10	93	10	96	96	-36	-13	98	36	98	97
CC(C)OCCCNCC(O)c1ccccc1 (centres undefined)	10	102	12	100	104	26	x	102	29	106	100
COc1ccc(C2=Nc3cccc4cccc(c34)N2)cc1	6	u	23	u	u	-72	x	u	35	u	u
Cc1cc(C)nc(NCCCc2ccccc2)n1	30	102	23	104	104	-10	10	101	-8	106	99
CCOc1ccc(NC(=O)C2CC(=O)N(c3cc(C)cc(C)c3)C2)cc1 (centres undefined)	10	106	14	104	105	-8	x	104	7	111	101
O=C(CNc1ccc(Br)cc1)c1ccccc1	32	106	21	107	108	-11	-4	108	7	107	103
Cc1ccc(S(=O)(=O)CC#CCOC(=O)c2ccc([N+](=O)[O-])cc2)cc1	14	99	28	99	98	27	x	98	37	100	87
COC(=O)c1c(NC(=S)NC(=O)c2ccco2)sc2c1CCCC2	10	102	16	102	102	-25	1	98	13	104	101
Cc1cc(C)nc(/N=C(\N)Nc2cc([N+](=O)[O-])ccc2C)n1	12	96	36	94	97	-10	x	93	x	91	92
COc1ccc(CCN(C)Cc2nc(Cc3ccc(OC)c(OC)c3)no2)cc1OC	2	97	8	95	97	1	-23	95	6	98	94
Cc1ccc(NN2C(=O)C=C(c3ccc(Cl)cc3)C2=O)cc1	7	99	10	98	97	-6	-9	100	-2	101	100
COCc1c(C(=O)OCC(=O)N2c3ccccc3NC(=O)C2(C)C)oc2ccccc12	7	106	16	104	104	-4	-19	107	-18	104	99
COc1cccc(NC(=O)CN(c2ccc(C)cc2)S(=O)(=O)c2c(C)nn(C)c2C)c1	18	100	15	103	100	-22	-6	103	3	103	100
O=C(c1nc2ccccn2c1CNCCCn1ncc2ccccc21)N1CCOCC1	3	96	8	98	98	-43	2	102	6	98	94
CC1CCCCN1CC(=O)Nc1sccc1C#N (centres undefined)	7	100	13	101	101	-32	1	101	18	102	98
Cn1c(=O)c2c(nc(N3CCCCCC3)n2CCSc2nc3ccccc3o2)n(C)c1=O	7	99	16	100	101	-17	x	97	6	95	97
O=C1NC2(CCCCC2)N=C1c1ccc(Br)cc1	41	94	12	92	95	-14	x	91	-8	93	92
Cc1ccc(NC(=O)c2csc(-c3ccccc3)c2C)cc1	11	103	31	105	103	-10	15	105	6	106	100
COc1ccc(C(=O)c2nc3c(n2O)CCCCC3)cc1	11	103	23	101	101	-17	-26	104	-5	106	100
CC12CCC(C(=O)N(CC(O)CN3CCCCCC3)C1=O)C2(C)C (centres undefined)	12	102	10	103	105	-1	-1	103	25	106	102
CCOC(=O)C1=CN(CC2CCCO2)C=C(C(=O)OCC)C1c1ccccc1C(F)(F)F (centres undefined)	5	101	10	103	99	-36	-14	112	22	100	96
CCOc1ccc(N2C(=O)CC(S/C(N)=N/N=C/c3cccs3)C2=O)cc1 (centres undefined)	10	98	9	100	100	-19	6	95	10	99	100
COc1ccc(C(C(=O)NC2CCCCC2)N(C(=O)Cc2c[nH]c3ccccc23)c2ccc(NC(C)=O)cc2)cc1OC (centres undefined)	16	98	15	98	98	-32	-15	98	-16	101	98
COc1ccccc1NC(=O)COC(=O)c1ccccc1OCC(=O)Nc1ccc(SC(F)F)cc1	23	100	10	100	105	-28	-12	100	15	104	102
Cc1cc(C(=O)COC(=O)c2n[nH]c3ccccc23)c(C)n1CC1CCCO1 (centres undefined)	5	106	15	105	108	-97	12	100	-8	108	102
O=C(O)CCCCCn1c(SCc2cc(=O)n3cc(Cl)ccc3n2)nc2ccsc2c1=O	3	u	23	u	u	-4	14	u	-5	u	u
O=C(COC(=O)[C@@H]1CCCN1S(=O)(=O)c1ccc(Cl)cc1)NCC(F)(F)F	2	104	7	103	103	-8	14	104	7	105	98
O=C(CN1C(=O)CCS(=O)(=O)c2ccccc21)Nc1cccc(Cl)c1	34	102	9	103	101	-17	x	97	-6	105	99

Continued:
SMILES	Avidin bead fluor	HRas wt GTP	GSH fluor	Rab2 wt GTP	Cdc42 wt	Mcl1-Bid inh	Pf gametocyte	Rab7 wt GTP bind	Mcl1-Noxa inh	Rac1 wt GTP bind	Rac1 mut GTP
CC(C)NC(=O)COc1nncc2ccccc12	21	98	9	97	97	-2	-36	101	0	97	99
N#Cc1c(-c2ccccc2)c(C#N)c2nc3ccccc3n2c1N	5	99	13	99	102	-25	x	103	12	100	102
C#CCOCCOCCOCCNc1nc(N2CCN(C(=O)[C@H]([C@@H](C)CC)n3cc([C@@H](N)CO)nn3)CC2)nc(N2CCN(C(=O)[C@H](Cc3cc4ccccc4[nH]3)n3cc([C@@H](N)C(C)CC)nn3)CC2)n1 (some centres undefined)	6	98	20	98	97	16	x	104	28	99	98
COc1ccc2c(c1)CCN=C2Cc1ccc(OC)c(OC)c1	12	102	15	101	101	-13	8	102	15	107	99
Cc1cc(C)c2c(-n3cccc3)c(C(=O)NNS(=O)(=O)c3ccccc3)sc2n1	17	101	29	103	102	-14	x	96	-1	99	99
CCc1ccc(N/C(SCc2cccc(F)c2)=C(/C#N)C(=O)NCc2ccco2)cc1	8	104	9	103	101	-18	16	100	-2	105	100
CCOC(=O)C1C(=O)CC(C)(O)C(C(=O)OCC)C1/C=C/c1ccccc1 (centres undefined)	25	99	11	99	100	0	x	96	17	99	97
Nc1ccc(S(=O)(=O)N2CCCC2)cc1	25	103	14	102	106	3	x	100	-2	105	102
O=C(O)CSCc1cnn(-c2ccccc2)c1-n1cccc1	21	99	17	99	98	-7	17	101	7	99	91
O=C(c1ccc2c(c1)[nH]c(=S)n1c3ccccc3nc21)N1CCN(c2ncccn2)CC1	8	102	46	101	100	19	x	100	13	105	97
COCCCNC(=S)Nc1ccc(N2CCCCC2)cc1	10	94	26	94	92	-49	20	93	1	97	94
CCN(C(=O)CSc1nncs1)c1c(N)n(Cc2ccccc2)c(=O)[nH]c1=O	7	101	24	100	101	-26	-3	102	-33	104	100
CCN(CCCNC(=O)C1CCC(=O)N1C1CCCC1)c1cccc(C)c1 (centres undefined)	10	104	14	106	106	-32	x	107	11	110	104
O=[N+]([O-])c1ccc2nc(-c3ccc(OC(F)F)cc3)cn2c1	27	94	11	92	95	-14	-18	96	-18	95	97
COc1ccccc1Nc1ncccc1C(=O)O	23	100	18	96	99	-65	x	101	24	103	95
Cc1n[nH]c(=S)n1/N=C/c1ccc(OCc2ccc(Cl)cc2)cc1	20	94	9	95	96	-54	-35	92	-19	96	96
COc1ccc(-c2noc(=O)[nH]2)cc1	10	101	23	98	102	-1	-3	103	21	105	100
COc1ccc2c(CC(=O)OCC(=O)Nc3ccccc3[N+](=O)[O-])coc2c1	14	u	10	u	u	-10	8	u	1	u	u
Cc1cc(C)cc(C(=O)N(CCc2ccccc2)C2=CC3CCC(C2)N3C)c1 (centres undefined)	5	96	19	96	99	-47	x	97	16	99	100
O=C(Cn1c(=O)c2c(ncn2Cc2ccccc2)n(Cc2ccccc2)c1=O)N1CCc2ccccc21	34	101	17	100	101	11	x	102	6	100	100
